# Assay outcomes as filed in PubChem BioAssay.
# DAGLB inhibitor – blocks human DAGLB lipase activity; Q8NCG7; HEK293T DAGLB membrane lysate, EnzChek fluorogenic substrate; inhibition, % at 5.17 µM; actives 0.059% (n = 340,000); AID 504411; in the data active means inhibition above about 34%;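 further: 0% = enzyme with vehicle and 100% = wells lacking enzyme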
# Target sequence (Q8NCG7 whole entry, looked up): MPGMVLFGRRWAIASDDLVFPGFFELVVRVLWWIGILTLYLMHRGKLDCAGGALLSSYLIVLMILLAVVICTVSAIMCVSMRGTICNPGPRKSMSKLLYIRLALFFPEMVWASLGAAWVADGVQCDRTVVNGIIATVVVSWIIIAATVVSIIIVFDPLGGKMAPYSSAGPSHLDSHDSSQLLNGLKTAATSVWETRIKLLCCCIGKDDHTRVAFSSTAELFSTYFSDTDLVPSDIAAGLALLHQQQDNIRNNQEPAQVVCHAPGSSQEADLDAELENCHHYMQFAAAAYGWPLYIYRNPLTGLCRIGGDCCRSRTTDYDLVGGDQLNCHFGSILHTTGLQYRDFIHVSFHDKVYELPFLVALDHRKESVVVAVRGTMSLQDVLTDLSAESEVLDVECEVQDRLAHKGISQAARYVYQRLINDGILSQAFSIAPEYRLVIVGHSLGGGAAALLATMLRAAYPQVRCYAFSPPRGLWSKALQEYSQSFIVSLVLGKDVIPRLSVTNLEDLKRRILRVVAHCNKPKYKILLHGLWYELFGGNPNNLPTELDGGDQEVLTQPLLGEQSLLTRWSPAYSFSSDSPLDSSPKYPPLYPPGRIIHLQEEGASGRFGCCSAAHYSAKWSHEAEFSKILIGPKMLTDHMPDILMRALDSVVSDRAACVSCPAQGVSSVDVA
# CAL PDZ FP-1 – blocks peptide binding to human CAL PDZ domain; purified CAL PDZ, TMR-peptide fluorescence polarization, 1 h; inhibition, % at 20 µM; actives 0.02% (n = 330,000); AID 504414;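 active means highest replicate inhibition of at least 40%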;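 further: plate controls were DMSO neutral control wells for no effect and unlabeled competitor peptide control wells for full effect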
#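 System: purified tagged CAL PDZ domain construct (CerCALP). Schedule: 1 h incubation at room temperature before polarization reading. Medium: 25 mM sodium phosphate pH 7.4, 150 mM NaCl, TCEP, IgG, Thesit. Read-out: percent inhibition from loss of millipolarization. Measured by: FP readout, S and P plane fluorescence. Probe or stimulus: fluorescent TMR peptide probe.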
# Rtt109 HAT inh – blocks Candida albicans Rtt109/Vps75 acetyltransferase activity; purified Rtt109/Vps75, ThioGlo CoA-SH fluorescence, 4 h; actives 0.16% (n = 330,000); Q5AAJ8; AID 540336; inhibition, % at 34.9 µM;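 active means inhibition of at least 50% in every replicate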
# Target sequence (Q5AAJ8 whole entry, looked up): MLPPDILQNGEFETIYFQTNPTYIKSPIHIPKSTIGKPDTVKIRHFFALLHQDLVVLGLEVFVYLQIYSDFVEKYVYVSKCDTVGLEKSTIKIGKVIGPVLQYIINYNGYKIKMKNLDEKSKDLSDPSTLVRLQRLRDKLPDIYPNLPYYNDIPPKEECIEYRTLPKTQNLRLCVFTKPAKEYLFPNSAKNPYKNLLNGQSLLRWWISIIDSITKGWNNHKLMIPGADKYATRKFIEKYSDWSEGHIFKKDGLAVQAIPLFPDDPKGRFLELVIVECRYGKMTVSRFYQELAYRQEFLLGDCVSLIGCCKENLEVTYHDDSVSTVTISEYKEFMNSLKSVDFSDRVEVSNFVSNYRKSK
# Keap1 Nrf2 FP – Keap1-Nrf2 (human) interaction inhibition | Keap1 Kelch-Nrf2 peptide fluorescence polarization, 1536-well | inhibition, % at 9.4 µM | actives 0.15% (n = 340,000) | AID 504523; in the data active means inhibition above about 12%;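 further: human Keap1 Kelch domain with fluorescein labeled Nrf2 9mer peptide probe; 0% = neutral control wells and 100% = peptide positive control; higher means more block of Keap1 binding to Nrf2 peptide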
# SR-BI DiI-HDL act – enhances SR-BI lipid uptake from DiI-HDL | activation, % at 12.5 µM | CHO ldlA[mSR-BI] cells, DiI-HDL uptake fluorescence, 3 h; 100 = double the neutral-control signal | AID 504775 | actives 0.096% (n = 320,000);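 active means mean replicate activation of at least 60% and every replicate at or above 60%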;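 further: 0% = median plate neutral-control signal and 100% = twice that signal; values of inactives mirror those of a sister screen read the other way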
#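 Test system: SR-BI-overexpressing, LDLR-lacking CHO cells; Also added: labelled HDL, 10 µg/mL; Measured by: bottom-read cell fluorescence after medium removal, ex 550/em 595 nm; Timing: 3 h uptake period with compound, 37 °C; Buffer or medium: F12, 0.5% BSA, 25 mM HEPES; Doses: single compound concentration, delivered by pin transfer.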
# Cardiac RTF inh – cardiac RTF calcium desensitization; inhibition, % at 7.15 µM; P19429+P45379; actives 0.12% (n = 340,000); IANBD-labeled cardiac RTF, Ca2+ fluorescence;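 active means inhibition above the mean inhibition of all tested compounds plus 3 SD, cut at about 17% in these data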;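 further: assay run at fixed EC70 calcium of 1.6 mM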
# PKA-R2B act – PKA-R2B complex activation. P22694+P31323. activation, % at 11.4 µM. actives 0.079% (n = 340,000). AID 504700. PKA-R2B holoenzyme dissociation, Cy5-IP20 fluorescence polarization; R2B truncated from residue 108, S112A mutant; 0% DMSO only, 100% 113 µM cGMP;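 active means activation above a cutoff set at the mean over all compounds plus 3 SD, cut at about 18% in these data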;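 further: higher means more holoenzyme dissociation and a rise in polarization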
# CAL PDZ FP-2 – blocks peptide binding to the human CAL PDZ domain | purified CAL PDZ, TMR-peptide fluorescence polarization, 1 h | inhibition, % at 24.9 µM | AID 602252 | Q9HD26 | actives 0.92% (n = 300,000);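 active means mean inhibition of at least 30% with at least half of replicates also reaching 30%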;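 further: 0% = DMSO neutral control and 100% = excess unlabeled competitor peptide PRC23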
# cardiac RTF act – increases calcium sensitivity of human cardiac regulated thin filaments; IANBD-labeled TnC RTF fluorescence at EC20 calcium; 0% EC20 calcium, 100% full calcium; AID 493008; P19429+P45379; actives 0.24% (n = 340,000); activation, % at 7.2 µM;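 active means activation above the mean over all tested compounds plus 3 SD, cut at about 30% in these data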;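 further: rise in fluorescence read as greater calcium sensitivity of cardiac thin filaments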
# C-LANA FP – inhibitors of KSHV LANA C-terminal domain DNA binding. MBP-C-LANA/FAM-LBS DNA binding, fluorescence polarization. inhibition, % at 9 µM. actives 0.078% (n = 340,000);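 active means highest replicate inhibition at or above 60% at 9 µM, even if other replicates fall short; inactive means all replicates below 60% inhibition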;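 further: 0% = neutral control wells and 100% = 4 µM acridine orange control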
# Numbers without * were called inactive; x = no result given.
SMILES,DAGLB inhibitor,CAL PDZ FP-1,Rtt109 HAT inh,Keap1 Nrf2 FP,SR-BI DiI-HDL act,Cardiac RTF inh,PKA-R2B act,CAL PDZ FP-2,cardiac RTF act,C-LANA FP
COc1ccc(C2(C)NC(=O)N(CC(=O)c3cc(C)n(C4CC4)c3C)C2=O)cc1OC (stereo not drawn),1,-1.3,-7,3,1,2,3,54*,3,1.6
O=C(N/N=C/c1cccc([N+](=O)[O-])c1)C1CC(=O)N(c2ccc(Cl)cc2)C1 (stereo not drawn),1,-0.2,19,-1,-18,-27,0,-1,-6,-0.9
CCN(CC)S(=O)(=O)c1ccc(/C=C/C(=O)OCC(=O)NNC(=O)c2ccc(OC)cc2)cc1,1,0.9,-39,0,-18,2,-7,0,-3,-1.7
COCCN(C(=O)COC(=O)/C=C/c1ccccc1Cl)c1c(N)n(Cc2ccccc2)c(=O)[nH]c1=O,-1,-3.7,0,1,-5,-2,2,-3,0,0.9
CC(C)N(Cc1nc(COc2ccccc2)no1)Cc1nccn1C,-5,-0.3,2,-2,x,-9,8,9,-1,-0.3
Fc1ccc(-c2nnc3ccccn23)cc1,1,-3.1,2,-2,22,-9,13,-4,10,-1.1
Cc1ccc(S(=O)(=O)NCC(c2ccco2)N2CCOCC2)cc1 (stereo not drawn),0,0.5,-3,-3,17,-1,-3,1,-1,-2.9
CCCCOc1ccc(NC(=O)C2OC3OC(C)(C)OC3C3OC(C)(C)OC23)cc1 (stereo not drawn),0,-2.2,0,1,20,4,8,-4,-3,-0.5
CC(C)Oc1ccc(N2CC(C(=O)NC3=NCCS3)CC2=O)cc1 (stereo not drawn),0,-2.0,1,-1,11,0,3,1,-2,-0.7
CC(Cc1cccs1)NC(=O)Nc1ccccc1 (stereo not drawn),0,-0.9,-1,-5,2,-7,7,-2,-2,-0.2
NC(=O)C(=O)N/N=C1\CCc2ccccc21,-5,1.5,0,0,11,1,-11,-3,-1,-1.6
COC(=O)c1ccccc1NC(=O)CSc1nnc(CNS(=O)(=O)c2ccc(C)cc2)n1C,1,0.1,-6,1,-9,-6,-9,-2,-1,0.9
O=C(/C(=N\Nc1ccc([N+](=O)[O-])cc1)Sc1nnnn1-c1ccccc1)c1ccccc1,22,-0.1,16,-2,10,-11,8,2,-6,1.0
O=C1CC(C(=O)Nc2cccc(F)c2)n2c(nc3ccccc32)N1 (stereo not drawn),2,0.3,-12,-3,18,0,0,-8,6,-1.7
CN1CCN(C(=O)C2=C[C@H](c3ccc(C(F)(F)F)cc3)C[C@H](OCCCCO)O2)CC1,2,1.3,0,0,-9,-3,-1,-5,-7,-0.9

# Already shown: five of the compounds above.
SMILES,DAGLB inhibitor,CAL PDZ FP-1,Rtt109 HAT inh,Keap1 Nrf2 FP,SR-BI DiI-HDL act,Cardiac RTF inh,PKA-R2B act,CAL PDZ FP-2,cardiac RTF act,C-LANA FP
CCCCOc1ccc(NC(=O)C2OC3OC(C)(C)OC3C3OC(C)(C)OC23)cc1 (stereo not drawn),0,-2.2,0,1,20,4,8,-4,-3,-0.5
CC(C)Oc1ccc(N2CC(C(=O)NC3=NCCS3)CC2=O)cc1 (stereo not drawn),0,-2.0,1,-1,11,0,3,1,-2,-0.7
CC(Cc1cccs1)NC(=O)Nc1ccccc1 (stereo not drawn),0,-0.9,-1,-5,2,-7,7,-2,-2,-0.2
NC(=O)C(=O)N/N=C1\CCc2ccccc21,-5,1.5,0,0,11,1,-11,-3,-1,-1.6
COC(=O)c1ccccc1NC(=O)CSc1nnc(CNS(=O)(=O)c2ccc(C)cc2)n1C,1,0.1,-6,1,-9,-6,-9,-2,-1,0.9

# The list goes on.
SMILES,DAGLB inhibitor,CAL PDZ FP-1,Rtt109 HAT inh,Keap1 Nrf2 FP,SR-BI DiI-HDL act,Cardiac RTF inh,PKA-R2B act,CAL PDZ FP-2,cardiac RTF act,C-LANA FP
CCCCN1C(=O)C(=O)N(CC(=O)c2ccc3c(c2)OCO3)C1=O,-3,-2.1,6,7,18,3,-3,4,-3,-0.8
O=C(c1cccs1)N1CCCC(N2CCN(c3cccc(C(F)(F)F)c3)CC2)C1 (stereo not drawn),-2,-1.1,3,-1,-7,-8,-4,-4,0,1.7
CC1=C(C(=O)OC(C)C)C(c2cccnc2)n2ncnc2N1 (stereo not drawn),5,0.2,-13,-2,22,-1,-6,-3,-2,-0.8
O=C(Nc1cccc(S(=O)(=O)N2CCCCC2)c1)C1=NN(c2ccccc2)C(=O)CC1,-3,-1.9,0,-1,-55,1,-4,x,-3,0.6
O=C(Nn1cnnc1)c1ccc([N+](=O)[O-])cc1,2,-0.2,7,-3,-16,-4,11,0,-5,0.0
COC(=O)c1cc(C)sc1NC(=O)CSc1ncccn1,1,-1.0,8,-5,5,6,-6,-3,-2,-0.4
CCn1c(SCC(=O)Nc2cc(C)on2)nnc1-c1ccncc1,-2,0.5,5,-2,32,2,-4,1,0,0.1
O=C(O)c1cc(N/N=C/c2ccc(OCc3ccccc3)cc2)ccc1Cl,0,-0.6,8,-2,4,1,2,-1,0,0.7
Cc1ccc(NC(=O)CN2CCN(c3ccccn3)CC2)c(Cl)c1,-11,0.1,12,-1,15,-9,1,-8,-7,-1.1
COC(=O)/C(C#N)=C/c1c[nH]c2ccccc12,-3,-2.2,14,-3,-14,-14,-3,x,6,-1.5
COc1cc(C(=O)NCC(=O)N2CCN(S(=O)(=O)c3ccccc3)CC2)cc(OC)c1OC,-5,-2.0,x,0,6,-5,3,-3,3,-0.2
CN(c1ccccc1)S(=O)(=O)c1nnc(NC(=O)c2ccco2)s1,0,-2.5,-18,-3,-3,-3,-2,-2,-1,-1.4
CC(C(=O)N(C)CC(=O)Nc1ccccc1C(F)(F)F)N1C(=O)c2ccccc2C1=O (stereo not drawn),-1,-0.1,-3,-2,18,-1,0,-4,-3,1.1
S=C(NC1CCCCC1)N1CCCCC1,-3,-1.5,15,1,2,-8,-6,1,0,0.5
CSc1ccc(S(=O)(=O)Nc2c(C)cccc2C)cc1,-5,-2.3,1,1,17,-2,-12,-6,0,-0.2
Cc1c(O)c(=O)n(-c2ccccc2)n1C,4,-1.4,0,-9,3,-6,-3,-3,9,-0.9
CCOc1ccc(NC(=O)CN(C)C(=O)CCc2ccccc2Cl)cc1OCC,-1,-2.4,19,5,-30,-9,-5,-1,-1,-1.9
COc1ccc(-c2cc(-c3ccco3)[nH]c(=O)c2C#N)cc1OC,3,-8.3,-1,6,x,-9,11,-9,8,25
Cc1ccc(N=Cc2c(C)[nH]n(-c3nc4ccccc4[nH]3)c2=O)cc1,-1,-1.6,7,-3,8,0,-7,10,2,-0.2
O=C(NCc1ccco1)c1ccc2[nH]c(=O)c(=O)[nH]c2c1,1,-2.1,-2,-7,x,-4,6,-5,1,0.8
CC(C(=O)Nc1ccccn1)c1ccccc1 (stereo not drawn),1,0.6,39,-4,10,3,-1,-6,-5,-0.1
CCc1ccc(OCC(=O)NNC(=O)c2cc3ccccc3o2)cc1,-1,-0.6,0,-3,6,-4,4,-7,-5,0.1
Cc1ccccc1-n1nnnc1SCCCC(=O)c1ccc(F)cc1,-8,-0.4,2,-1,8,6,-6,-3,-1,-1.3
CCOC(=O)C1=C(CC)OC(N)=C(C#N)C1c1ccc(F)cc1F (stereo not drawn),-5,0.1,-5,0,-20,2,1,-3,-2,-1.3
Cc1snc(SCC(=O)N/N=C(\N)COc2ccc(F)cc2)c1C#N,0,0.0,14,4,-15,-3,0,0,1,-1.4
COc1ccc(S(=O)(=O)NN(C)c2nc(C(F)(F)F)nc3ccccc23)cc1,2,-2.3,-5,-1,-1,2,0,-5,-2,0.3
COC(=O)Cc1cc(=O)[nH]c(/N=C(\N)Nc2ccccc2)n1,-2,-2.2,-11,1,23,-14,8,-4,0,2.5
CCOc1ccc2nc(N3CCCC(C(=O)NCCCN4CCOCC4)C3)sc2c1 (stereo not drawn),-1,0.6,4,-2,-9,-8,9,-8,-5,-1.0
CCN(C(=O)CCS(=O)(=O)c1cccc2nsnc12)c1cccc(C)c1,-1,-2.7,3,-3,2,-16,1,-1,-2,-2.2
COCCN(CC(=O)NC1CCCCC1)C(=O)c1csnn1,0,0.0,-1,1,-1,-8,-9,6,-4,0.3
COc1ccc2oc(C(=O)N3CCN(C(=O)c4ccco4)CC3)c(C)c2c1,-3,0.1,-2,-4,-11,5,3,-2,0,0.0
CC1(C)CN(O)CCN1O,0,-0.4,5,-1,13,8,-7,-1,8,5.0
CCn1c(=O)c2sccc2n2c(CCCC(=O)N3CCN(c4ccccn4)CC3)nnc12,-4,0.2,-5,-5,0,-6,1,x,-2,-0.5
COc1ccc(OCC(=O)Nc2ccccc2C(=O)NC(C)C)cc1,-6,-1.5,x,1,-5,2,-5,0,-3,0.5
Cc1ccc(-n2c(C(C)C)nc3oc4ccccc4c(=O)c3c2=O)cc1,2,-1.5,4,-4,14,-1,-5,x,3,15
CN1CC(c2ccccn2)C2(SC(=S)N(Cc3ccccc3)C2=O)C12C(=O)Nc1ccccc12 (stereo not drawn),0,x,-9,6,28,-10,-2,-3,-2,-1.0
COc1cc(OC)cc(C(=O)NNC(=O)C(=O)Nc2cc(OC)c(Cl)cc2OC)c1,11,-1.2,-48,2,-38,5,-19,-5,1,-1.0
CCOc1ccccc1Nc1nc(N)nc(CN(C)C2CCCCC2)n1,-2,x,8,-6,-28,2,-3,-4,6,-0.3
Oc1ccccc1/C=N/NC(=S)NCCc1ccccc1,2,-1.6,-1,0,-26,1,2,-6,0,-0.7
CCCn1c(SCC(=O)Nc2nc(-c3ccc(OC)cc3)cs2)nc2c1c(=O)n(C)c(=O)n2C,1,0.0,3,-1,-40,-16,-7,0,0,0.0
Cc1nc2ccccc2n1C(=O)c1ccc(Cl)cc1[N+](=O)[O-],0,-6.1,-6,-4,2,-12,-5,-5,-5,0.3
O=C1CCC([N+](=O)[O-])C(c2ccc(C(F)(F)F)cc2)N1 (stereo not drawn),0,0.5,0,1,x,0,10,8,0,-0.1
COc1ccc(OCc2cc(C(=O)N(C)Cc3nccn3C)no2)c2ccccc12,0,1.2,7,-9,-17,2,6,12,-6,1.6
COCCCN(C(=S)NC(=O)c1ccc(Br)cc1)c1c(N)n(Cc2ccccc2)c(=O)[nH]c1=O,1,-2.4,-3,2,15,-4,-13,3,-3,0.2
COc1ccc(-c2csc3ncnc(N4CCN(c5cccc(OC)c5)CC4)c23)cc1,-1,-0.8,-8,0,-26,4,5,-4,-5,-1.1
CC1(C)C=Cc2cc(-c3coc4cc(O)cc(O)c4c3=O)cc(O)c2O1,2,-0.7,-11,-1,-29,-1,-4,-7,5,-0.1
